Polio RdRp inh – poliovirus RNA polymerase inhibition; AID 588519; poliovirus polymerase elongation, fluorescence polarization; stronger effect = lower value; actives 0.66% (n = 150,000); % elongation, % (compound at 16.7 µg/mL); in the data active = % elongation below about 90%; note: some results filed as inactive read as strong as hits
Target sequence (P03300 1749-2209 limits assumed): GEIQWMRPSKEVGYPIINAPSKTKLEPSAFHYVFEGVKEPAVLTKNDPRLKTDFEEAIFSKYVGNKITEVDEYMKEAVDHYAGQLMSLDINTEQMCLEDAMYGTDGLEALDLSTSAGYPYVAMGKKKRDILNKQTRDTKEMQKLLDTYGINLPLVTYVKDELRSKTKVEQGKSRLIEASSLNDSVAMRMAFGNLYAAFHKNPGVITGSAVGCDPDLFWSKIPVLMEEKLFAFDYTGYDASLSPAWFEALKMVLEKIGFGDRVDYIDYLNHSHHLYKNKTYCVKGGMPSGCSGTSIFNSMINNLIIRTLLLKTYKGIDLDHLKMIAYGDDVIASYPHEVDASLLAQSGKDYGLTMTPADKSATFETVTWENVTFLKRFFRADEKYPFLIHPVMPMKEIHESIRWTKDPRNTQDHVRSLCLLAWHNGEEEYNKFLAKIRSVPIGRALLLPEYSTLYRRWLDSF
Polio RdRp inh FP z-score – further read-out of Polio RdRp inh, marked with its call; z-score; measured here: FP z-score; hits read low
* hit, by the source's call. These rows are one share of the data. The share of hits here may be higher or lower than overall.

Preview, 4 compounds:
SMILES	Polio RdRp inh	Polio RdRp inh FP z-score
CCSC1=C(C#N)C(c2ccc(C)cc2)C(C(=O)OC)C(=O)N1 (configuration not stated)	107.0	1.2
Cc1ccc(CN2C(=O)/C(=C\c3ccc(C(=O)N4CCN(c5ncccn5)CC4)cc3)Oc3ccccc32)cc1	101.0	0.4
O=C(Cn1cnc2ccccc21)c1ccccc1	103.0	0.3
CC[n+]1c(C)sc2cc(SC)c(OC)cc21	103.0	0.3

The list itself (from the top)
SMILES	Polio RdRp inh	Polio RdRp inh FP z-score
CCSC1=C(C#N)C(c2ccc(C)cc2)C(C(=O)OC)C(=O)N1 (configuration not stated)	107.0	1.2
Cc1ccc(CN2C(=O)/C(=C\c3ccc(C(=O)N4CCN(c5ncccn5)CC4)cc3)Oc3ccccc32)cc1	101.0	0.4
O=C(Cn1cnc2ccccc21)c1ccccc1	103.0	0.3
CC[n+]1c(C)sc2cc(SC)c(OC)cc21	103.0	0.3
COc1ccc2c(CN(C)c3ccccc3)cc(=O)oc2c1	106.0	0.5
O=C(CC1CCCCC1)NCC1CCCO1 (configuration not stated)	103.0	0.8
NC(=O)c1c(NC(=O)c2cccc(Br)c2)sc2c1CCC2	102.0	0.2
CC(C)C(=O)Nn1cnc2c(cnn2-c2ccccc2)c1=O	100.0	0
Cc1cccc(N2CCN(C(=O)c3ccc4c(c3)CCN4S(=O)(=O)c3ccccc3)CC2)c1C	110.0	1
CCOc1ccc(N(C)C(CNS(=O)(=O)c2ccccc2)c2ccccc2)cc1 (configuration not stated)	111.0	0.8
Cc1nc2c(-c3ccccc3)c(C)nn2c(C)c1CCC(=O)N1CCN(c2ccc(F)cc2)CC1	108.0	0.2
COc1ccc(NS(=O)(=O)c2ccc3c(c2)oc(=O)n3C)cc1Cl	104.0	0
COc1ccc(O)c(CN2CCCCC2)c1	103.0	1.5
CC1(C)c2ssc(=S)c2-c2ccccc2N1C(=O)CSc1ncn[nH]1	98.0	-0.2
CC1=Nc2cc(C(=O)NCCc3ccccc3)ccc2Sc2c(C)ccc(C)c21	107.0	0.8
CCOc1ccc(CNC(=O)C2CCCN(c3nnc(C)c4c(C)n(-c5ccccc5)nc34)C2)cc1 (configuration not stated)	103.0	-0.5
CC12CCCCC1N(CCC(N)=O)c1ccccc12 (configuration not stated)	104.0	0.1
O=C(Nc1c(C(=O)N2CCN(c3ccccc3F)CC2)oc2ccccc12)c1ccccc1F	107.0	0.2
CCOc1ccccc1NC(=O)C1CCCN(C(=O)Nc2ccccc2)C1 (configuration not stated)	99.0	-1.1
Cc1ccc2c(c1)-c1c(cnn1CC(=O)Nc1ccccc1C#N)CO2	109.0	1.6
Cc1cc2[nH]c(=O)c(=O)[nH]c2cc1S(=O)(=O)NCc1cccs1	100.0	-1
CN1CCN(c2ccccc2NC(=O)Cn2cnc3onc(-c4ccc(F)cc4)c3c2=O)CC1	101.0	-0.2
COc1cc(NS(=O)(=O)c2ccc(NC(=O)c3ccc(Cl)cc3Cl)cc2)nc(OC)n1	104.0	0.1
CCOC(=O)/C(C#N)=C1/NC(=O)Nc2ccccc21	103.0	0.3
O=C1CN(c2ccccc2)C(=O)C1C(=O)N1CCOCC1 (configuration not stated)	101.0	0.2

Carrying on.
SMILES	Polio RdRp inh	Polio RdRp inh FP z-score
O=C(NCCO)c1c(O)nc2ccccn2c1=O	99.0	-1.3
COc1ccc(Cl)cc1NC(=O)[C@H]1O[C@@H]2OC(C)(C)O[C@@H]2[C@H]2OC(C)(C)O[C@H]21	107.0	0
Cc1ccc(CNC(=O)c2cnc3c(-c4ccc(F)cc4)c(C)nn3c2C)o1	109.0	0.3
O=S(=O)(Cc1ccccc1)N/N=C/c1ccc2c(c1)OCO2	102.0	0.6
Cc1c(C(=O)N2CCC(C)CC2)sc2nc(-c3ccc(F)cc3)cn12	102.0	0
CCOC(=O)c1cc(-c2ccc(OC)c(S(=O)(=O)N3CCN(c4ccccc4)CC3)c2)on1	109.0	0.6
O=C1CCCc2c1n(CCN(Cc1ccccc1)Cc1ccccc1)c1ccc(Cl)cc21	102.0	0
COc1ccc(-n2ncc3c2ncn2nc(Cc4ccccc4)nc32)cc1	117.0	0.1
COC(=O)c1cc2occc2n1Cc1nc(-c2ccc(Cl)cc2)oc1C	111.0	1.4
CS(=O)(=O)c1ccc(C(=O)OCc2cc(=O)n3ccsc3n2)cc1	99.0	-0.5
COc1ccc(-c2nc(SC)c(S(=O)(=O)c3ccc(C)cc3)[nH]2)cc1	100.0	-0.3
COc1ccc(-n2c(-c3ccc(F)cc3)cn3c4c(=O)n(C)c(=O)n(C)c4nc23)cc1	109.0	1.3
NCCCN(Cc1ccco1)C1CCCC1	105.0	1.2
COc1ccccc1C1CCN(C(=O)c2ccco2)CC1	105.0	0.3
CCn1c(C)[n+](CC)c2ccccc21	104.0	0
CC1(C)Cc2c(c(N3CCOCC3)nc3sc4c(NCCCO)nnnc4c23)CO1	100.0	-0.1
Cc1ccccc1OCCn1c(=N)n(C(C)C)c2ccccc21	104.0	-0.3
CN(C)C=NC(=O)c1ccc(-c2cccs2)s1	102.0	-0.1
CCOC(=O)C1CCCN(C(=O)c2c(C)nn(-c3ccc(F)cc3)c2-n2cccc2)C1 (configuration not stated)	110.0	0.6
O=C(CSc1ncccn1)N(Cc1ccccc1)C1CCS(=O)(=O)C1 (configuration not stated)	108.0	0.5
CC(=O)c1cccc(NC(=O)[C@H]2O[C@@H]3OC(C)(C)O[C@@H]3[C@H]3OC(C)(C)O[C@H]32)c1	105.0	-0.3
CCc1ccc(NC(=O)c2ccc3c(c2)N(CC)CCS3)cc1	101.0	-1.4
CCOc1ccc(N(C(=O)c2ccc(Cl)cc2)S(=O)(=O)c2ccc3c(c2)n(C)c(=O)n3C)cc1	100.0	-1.1
CC(C)(C(=O)Nc1ccc2c(c1)OCO2)C(=O)Nc1ccc2c(c1)OCO2	103.0	0.5
COC(=O)CSc1nnc(C2CCCCC2)o1	105.0	1

The final 3 compounds of the part before open the next one.
SMILES	Polio RdRp inh	Polio RdRp inh FP z-score
CCOc1ccc(N(C(=O)c2ccc(Cl)cc2)S(=O)(=O)c2ccc3c(c2)n(C)c(=O)n3C)cc1	100.0	-1.1
CC(C)(C(=O)Nc1ccc2c(c1)OCO2)C(=O)Nc1ccc2c(c1)OCO2	103.0	0.5
COC(=O)CSc1nnc(C2CCCCC2)o1	105.0	1
O=c1c2cc3ccccc3oc-2nn1-c1ccc(Cl)cc1	104.0	0.8
FC(F)(F)c1nc2ccccc2nc1-c1cccc(Cl)c1	105.0	0.2
COc1ccc(-c2noc(N3CCN(c4cccc(Cl)c4)CC3)n2)cc1OC	101.0	-1
CN(c1ccccc1)S(=O)(=O)c1ccc2c(c1)CCN2S(C)(=O)=O	99.0	-0.1
Cc1ccc(CNC(=O)Cn2ccn(-c3ccc(C)c(C)c3)c(=O)c2=O)cc1	104.0	-0.4
CC1(C)CC(=O)C2=C(C1)Nc1ccccc1N(C(=O)C1CC1)C2c1cccs1 (configuration not stated)	109.0	0.6
O=C(CSCc1cnn(-c2ccccc2)c1-n1cccc1)NCc1ccccn1	102.0	0.2
COc1cc(-c2noc(-c3c(-c4ccccc4Cl)noc3C)n2)cc(OC)c1OC	103.0	0.4
CCOC(=O)N1CCC(=NNC(=S)Nc2c(C)cccc2C)CC1	98.0	-0.3
COc1ccc(-c2nc(COc3ccccc3Cl)nc(SC)c2C#N)cc1	108.0	1
Cc1cccc(C)c1NC(=O)c1ccc2c(c1)nnn2C1CCCC1	108.0	0.2
Cc1cccc(-n2c(CCN3C(=O)c4ccccc4C3=O)nc3ccccc3c2=O)n1	103.0	0.3
COc1cc(NC(=O)C2CCN(S(=O)(=O)c3c(C)noc3/C=C/c3c(C)cc(C)cc3C)CC2)cc(OC)c1	111.0	1
O=C(COc1ccccc1Cl)N(Cc1cccc(F)c1)C1CCS(=O)(=O)C1 (configuration not stated)	107.0	0
CCOC(=O)c1c(C)oc2ncnc(N3CCN(c4cccc(Cl)c4)CC3)c12	116.0	2
CCc1ccc(Oc2coc3cc(O)ccc3c2=O)cc1	104.0	0.4
CNC(=O)C1CCN(S(=O)(=O)c2ccc3c(c2)nc(C)n3C2CCCC2)CC1	102.0	-0.3
CCc1nonc1NC(=O)c1ccc(C)cc1	100.0	-1.7
COc1cccc(-c2nc(CN3CCN(c4ccccc4OC)CC3)cs2)c1	106.0	0.5
CC1=CC(=C2C(=O)NC(=O)NC2=O)C=C(C(F)(F)F)N1Cc1ccco1	99.0	-0.6
CN(C)c1ccc(/C=C(\C#N)C(=O)OCc2ncc(-c3ccccc3)o2)cc1	45.0	-6
CC1CCN(C(=O)CSC2=NCCS2)CC1	102.0	0.1
CCCCN(C)CCCNC(=O)CN1C(=O)COc2ccc(S(=O)(=O)N3CCOCC3)cc21	104.0	-0.3
Cc1cc(C)n2nc(Nc3ccccc3)cc2n1	98.0	-1.2
CC(=O)N1c2ccccc2CC1C(=O)N1CCN(c2cc(Cl)ccc2C)CC1 (configuration not stated)	114.0	1.8

(listing goes on)
SMILES	Polio RdRp inh	Polio RdRp inh FP z-score
CCOC(=O)c1cc(S(=O)(=O)NCC2CCCO2)cn1C (configuration not stated)	106.0	1.1
CN(C)c1ccc(-c2nc3ccccc3o2)cc1	100.0	0.2
Cc1noc(-c2ccc(N3CCCCC3C)c([N+](=O)[O-])c2)n1 (configuration not stated)	112.0	0.9
O=c1ccc2cc3c(-c4ccc(F)cc4)coc3cc2o1	103.0	0.3
CCCC(C)C(=O)Nc1ccc(F)cc1 (configuration not stated)	102.0	0.3
O=C1C(=Nc2cccnc2)c2ccccc2N1CN1CCOCC1	101.0	-0.1
C/C(=N\N1C(=O)CC(=O)NC1=S)c1ccc(Cl)cc1	103.0	0
O=C(CCc1nnc2ccc(N3CCCC3)nn12)Nc1cccnc1	100.0	-0.5
CCC(=O)C12CC3CC(CC(C3)C1)C2	100.0	-0.3
CN1CCNC(c2ccccc2)C1 (configuration not stated)	102.0	0
O=C(O)c1ccccc1Sc1ccccc1S(=O)(=O)NC1CCCCC1	102.0	-0.3
CC(O)/C=C/c1cccc[n+]1C (configuration not stated)	110.0	1
CC1CCCCN1CCCNC(=O)CN1C(=O)c2cccnc2Oc2ccccc21 (configuration not stated)	110.0	0.9
CCCC(=O)Nc1cc2nn(-c3ccc(OC)cc3)nc2cc1C	102.0	-0.4
CCS(=O)(=O)C1=NSC2=NC(=O)/C(=C\c3ccc(OCc4ccc(C)cc4)c(OC)c3)C(=N)N21	102.0	-0.2
O=c1ccc(C2CCN(S(=O)(=O)c3ccc(F)cc3)CC2)nn1-c1ccccc1	98.0	-3.1
CC(C)(C)c1ccc(NC(=O)C2CCCC2)cc1	104.0	0.2
O=C(Nc1ccccc1N1CCOCC1)C1(c2ccccc2)CC1	103.0	0.1
COc1ccc(Cl)cc1-n1c(/C=C/c2cccc3ccccc23)nc2ccccc2c1=O	109.0	0.3
Cc1cc2nnc(-c3cccc4c3OCO4)n2c2ccccc12	120.0	1.8
O=C(CCN1C(=O)c2ccccc2S1(=O)=O)Nc1ccccc1	106.0	0.3
CC(=NCCCN1CCOCC1)c1c(C)[nH]n(-c2ccc(F)cc2)c1=O	101.0	-0.3
O=C(NN1S(=O)(=O)c2ccccc2S1(=O)=O)c1ccc(Br)cc1	98.0	-1.7
CC1CCc2c(sc(N)c2C(N)=O)C1 (configuration not stated)	102.0	0.1
O=C(Nc1ccc(S(=O)(=O)C(F)F)cc1)c1cccnc1N1CCCC1	102.0	-0.3

Next section:
SMILES	Polio RdRp inh	Polio RdRp inh FP z-score
CC(C)[C@H](NC(=O)COc1ccc(C#N)cc1)c1nc2ccccc2[nH]1	104.0	0.1
CC1CC(C)(C)NC(=S)N1CCC(=O)Nc1ccc(F)c(F)c1 (configuration not stated)	101.0	0.3
Cn1c(=O)n(C)c2ccccc21	99.0	-0.1
CC1CCCN(C(=O)C2CC(=O)N(C3CCCCC3)C2)C1 (configuration not stated)	101.0	-0.2
O=C1N/C(=C\c2ccc(O)cc2)C(=O)c2ccccc21	99.0	-0.2
Cc1ccc(NC(=O)c2oc3ccc(S(=O)(=O)N4CCCCC4)cc3c2C)c(C)c1	114.0	1
CN(Cc1ccco1)C(=O)CNC(=O)c1ccc(Oc2ccccc2)cc1	104.0	0.1
CCN(CC)S(=O)(=O)c1ccc(=O)n(CC(=O)c2ccc[nH]2)c1	105.0	0.2
CCc1ccc(CNC(=O)C2CCN(c3nc4ccccc4o3)CC2)cc1	103.0	0.8
O=C(C1CC1)N1CCc2cc(Br)cc(S(=O)(=O)NC3CCCC3)c21	100.0	-0.1
N#CC(C(=O)CCN1C(=O)C2CC=CCC2C1=O)c1nc2ccccc2[nH]1 (configuration not stated)	102.0	-0.2
COc1cc(SC)ccc1C(=O)N1CCCCCC1	102.0	0
CCn1c(SCC(=O)N(C)C)nnc1-c1ccccc1	100.0	-0.6
COc1ccc(CN(C)C(=O)c2cc(C)n(C(C)C)c2C)c(OC)c1	103.0	0
COc1ccc2c(c1)-c1c(ssc1=S)C(C)(C)N2C(C)=O	104.0	0.7
COC(=O)C1[C@H]2C[C@H]3c4[nH]c5ccccc5c4CCN3C[C@@H]2CC[C@@H]1O (some centres not stated)	98.0	-0.3
COCCNC(=O)c1c[nH]c2ccc(S(=O)(=O)Nc3ccc(F)cc3F)cc2c1=O	101.0	-2.3
CN1c2ccsc2-c2nc(SCc3ccc(Cl)cc3)ncc2S1(=O)=O	104.0	-0.2
c1ccc2c(CNCCN3CCOCC3)cccc2c1	102.0	0.1
CCOc1ccc(-c2nc(SCC(=O)Nc3cc(F)ccc3F)n3[nH]c(=O)cc3n2)cc1	103.0	-0.7
Cc1nn(-c2ccccc2)c(C)c1C(N)=O	101.0	-0.3
COc1ccc(/C=C/C(=O)NCc2nc3ccccc3[nH]2)cc1OC	103.0	0.8
CC(NC(=O)c1ccc(C(F)(F)F)cc1)C(c1cccs1)N1CCCC1 (configuration not stated)	101.0	-0.3
O=S(=O)(NCCSCc1c(F)cccc1Cl)c1cccc2nonc12	101.0	-0.2

Record cards (already shown). Order of screens: Polio RdRp inh	Polio RdRp inh FP z-score
CCN(CC)S(=O)(=O)c1ccc(=O)n(CC(=O)c2ccc[nH]2)c1 is listed with 105.0	0.2
COc1cc(SC)ccc1C(=O)N1CCCCCC1 is listed with 102.0	0
CN(Cc1ccco1)C(=O)CNC(=O)c1ccc(Oc2ccccc2)cc1 is listed with 104.0	0.1
COc1ccc2c(c1)-c1c(ssc1=S)C(C)(C)N2C(C)=O is listed with 104.0	0.7

High-throughput results (PubChem)
